Assay outcomes as filed in PubChem BioAssay.
JMJD2E inh: blocks human JMJD2E demethylase activity; JMJD2E catalytic domain, FDH-coupled NADH fluorescence (FDH is formaldehyde dehydrogenase); Potency, µM (highest dose often 57.1 µM), for inactives: at the top dose activity change, negative = inhibition, most hits filed as inhibitors; 230,000 compounds, 1.6% hits; active means well fitted inhibition curve with a large enough effect, not every such curve was filed as active; inconclusive means small, poorly fitted or top-dose-only effect, or another doubt; inactive means no such curve, though single readings can be large or run the other way;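 further: 0% = wells with enzyme and -100% = buffer wells without enzyme; nearly all actives have a fitted effect of over 50% in size; many of its hits are not listed in these tables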
TRb SRC2 PPI: disrupts binding of human TR beta to SRC2 | TRbeta-SRC2 peptide binding, fluorescence polarization; receptor liganded with 1 µM T3 | Potency, µM (series often up to 106 µM), inactives show top-dose activity change, negative = inhibition, usual class: inhibitors | 280,000 compounds, 0.065% hits | AID 1469;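 further: plate controls were bound peptide for no effect and peptide without receptor for full effect; nearly all actives have a fitted effect of over 50% in size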
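Fluorescence polarization of 20 nM Texas Red SRC2 peptide (20-aa NR interaction domain) bound to 0.6 uM human TRb ligand-binding domain, with 1 uM T3, after 5 hr at ambient temperature; inhibition seen as decreased polarization.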
Tau fibril FP: inhibitors of human tau fibril formation; P10636; K18 P301L tau heparin fibrillization, Alexa594 FP, 6 h; Potency, µM (titrated, usually from 57.7 µM), for the others: at the top dose activity, negative = inhibition, actives largely listed as inhibitors; 280,000 compounds, 0.39% hits; AID 1468; further: nearly all actives have a fitted effect of over 55% in size
Target sequence (P10636 561-689 P618L limits assumed): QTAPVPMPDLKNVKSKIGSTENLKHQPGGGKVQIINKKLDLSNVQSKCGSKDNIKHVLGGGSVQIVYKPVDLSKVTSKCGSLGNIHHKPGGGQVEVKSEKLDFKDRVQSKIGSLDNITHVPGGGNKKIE
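FP of Alexa 594-tau after heparin (20 uM) induction. Substrate: human K18 P301L, 15 uM unlabeled, 0.24 uM labeled. Buffer 100 mM sodium acetate pH 7. 6 hr, 37 C.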
L3MBTL1 inh: L3MBTL1 (human) inhibition; AlphaScreen L3MBTL1–H3K9me1 peptide binding; Q9Y468; Potency, µM (titrated, usually from 57.1 µM), inactives show at the top dose activity, negative = inhibition, hits mostly inhibitors; 230,000 compounds, 0.66% hits; further: nearly all actives have a fitted effect of over 60% in size
Target sequence (Q9Y468 whole entry, looked up): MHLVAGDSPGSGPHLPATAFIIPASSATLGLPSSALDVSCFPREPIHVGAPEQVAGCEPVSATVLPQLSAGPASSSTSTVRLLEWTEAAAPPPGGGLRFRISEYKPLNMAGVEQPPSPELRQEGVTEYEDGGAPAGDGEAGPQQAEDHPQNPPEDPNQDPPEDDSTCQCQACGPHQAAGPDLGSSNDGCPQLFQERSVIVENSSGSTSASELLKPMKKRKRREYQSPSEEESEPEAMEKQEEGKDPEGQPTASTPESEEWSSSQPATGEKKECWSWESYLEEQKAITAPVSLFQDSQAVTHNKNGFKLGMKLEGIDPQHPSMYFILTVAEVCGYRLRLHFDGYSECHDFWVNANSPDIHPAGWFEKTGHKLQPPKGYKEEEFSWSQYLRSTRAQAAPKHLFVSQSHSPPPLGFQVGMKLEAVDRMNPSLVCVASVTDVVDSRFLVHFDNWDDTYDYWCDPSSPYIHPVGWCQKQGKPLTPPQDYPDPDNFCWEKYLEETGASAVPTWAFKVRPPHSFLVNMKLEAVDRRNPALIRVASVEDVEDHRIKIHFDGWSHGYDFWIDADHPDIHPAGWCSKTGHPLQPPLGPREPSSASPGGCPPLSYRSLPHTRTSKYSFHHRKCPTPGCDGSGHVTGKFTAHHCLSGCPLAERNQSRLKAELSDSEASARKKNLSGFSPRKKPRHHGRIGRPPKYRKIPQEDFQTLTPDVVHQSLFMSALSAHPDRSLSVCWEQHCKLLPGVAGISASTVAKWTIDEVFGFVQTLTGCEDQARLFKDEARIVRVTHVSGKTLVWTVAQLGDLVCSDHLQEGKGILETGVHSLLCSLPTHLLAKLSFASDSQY
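AlphaScreen proximity signal between nickel-chelate acceptor and streptavidin donor beads (final 10 ug/mL) reports binding of 50 nM L3MBTL1 to 75 nM biotin-H3 K9me1 peptide; complex incubated with compounds 30 min at room temperature; cefsulodin titration as control.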
RECQ1 inh: inhibitors of human RECQ1 DNA helicase. AID 2549. Potency, µM (titrated, usually from 57.3 µM), for the others: top-dose activity, negative = inhibition, actives largely listed as inhibitors. RECQ1 DNA unwinding, red fluorescence kinetic read. 240,000 compounds, 0.54% hits;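 further: plate controls were vehicle for no effect and no enzyme for full effect; nearly all actives have a fitted effect of over 30% in size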
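RECQ1T1 50 nM; forked duplex (20 bp + 30-nt ss tails) 200 nM, ATP 2 mM final; pH 8.0, 2 mM MgCl2, 2.5 ug/ml poly(dI-dC); 15 min compound preincubation; discontinuous kinetic read over 2 h at RT.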
RGS12 GoLoco inh: RGS12 GoLoco-Gai1 interaction inhibition; Gai1:RGS12 GoLoco peptide FP, rhodamine, 10 min; AID 880; P63096; 230,000 compounds, 0.44% hits; Potency, µM (doses to about 61.6 µM), inactives show top-dose activity, negative = inhibition, usual class: inhibitors; active means well fitted inhibition curve with a large enough effect, not every such curve was filed as active; inactive means no such curve, though single readings can be large or run the other way; further: nearly all actives have a fitted effect of over 30% in size; many of its hits are not listed in these tables
TexasRed fluor: Texas Red fluorescence interference in TRb-SRC2 counter-screen. TRb/SRC2 Texas Red total fluorescence interference. 280,000 compounds, 0.29% hits. Potency, µM (highest dose often 106 µM), for the others: top-dose fluorescence change, negative = quenching; active means well fitted curve in either direction with a large enough effect; inconclusive means small, poorly fitted or top-dose-only effect
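Human TRb ligand-binding domain at 0.6 uM with 20 nM Texas Red SRC2 peptide in Tris buffer containing 1 uM T3 and 5% DMSO, incubated with compound 5 h at ambient temperature. Total fluorescence (555/632 nm) calculated as parallel + 2 × perpendicular.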
Tau fibril ThT: blocks human tau fibril formation measured by thioflavin T. Potency, µM (highest dose often 57.4 µM), inactives show at the top dose activity, negative = inhibition, usual class: inhibitors. recombinant tau K18 P301L (four-repeat tau fragment), heparin-induced fibrillization, ThT fluorescence. P10636. 270,000 compounds, 2.1% hits; further: nearly all actives have a fitted effect of over 55% in size
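K18 P301L tau (15 uM + 0.24 uM Alexa 594-tagged), heparin 20 uM, NaOAc pH 7, 6 h 37 C; ThT 30 uM, 1 h RT, ex 450/em 510 nm.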
An asterisk follows results filed as active; i = inactive; ? = inconclusive; nt = not tested or not shown; & = joins results of further samples; [ ] = dose if it differs, or a comment. Unless noted, the call rests on the fitted dose curve; in most records, active means well fitted curve in the direction sought with a large enough effect; inconclusive means small, poorly fitted or top-dose-only effect, or another doubt; inactive means no such curve, though single readings can be large; an effect the other way counts as inactive or inconclusive. Unless noted, on the % scale 0 is the no-effect control and ±100 the full control effect; potency means the concentration at half of the fitted maximal effect.

SMILES	JMJD2E inh	TRb SRC2 PPI	Tau fibril FP	L3MBTL1 inh	RECQ1 inh	RGS12 GoLoco inh	TexasRed fluor	Tau fibril ThT
Cn1/c(=N\NC(=O)C2CCCCC2)sc2ccccc21	-5%	-7%	-1%	25%	i	16%	-1%	-17%
CCCc1[nH][nH]c(=O)c1C(c1cccc(Cl)c1)C(C#N)C#N (centres undefined)	4%	-7%	?	nt	i	18%	1%	-17%
COc1ccc(C2CC(=O)Oc3cc4c(cc32)OCO4)cc1 (centres undefined)	nt	6%	?	-7%	-9%[81.1 µM]	-9%[88.7 µM]	-1%	?
O=C(NNS(=O)(=O)c1ccc2ccccc2c1)c1cccs1	2%	0%	-3%	6%	-7%	7%	1%	-14%
CS(=O)(=O)N(CC(=O)Nc1ccc(S(=O)(=O)N2CCOCC2)cc1)c1ccccc1Br	4%	3%	-1%	1%	-6%	13%	1%	10%
Cc1ccc(Cl)cc1N1CCN(C(=O)C2CCN(S(=O)(=O)c3ccc4c(c3)oc(=O)n4C)CC2)CC1	nt	1%	-7%	nt	nt	nt	-4%	-12%
O=S(=O)(Nc1cnc2ccccc2c1)N1CCCCCC1	-15%	-12%	3%	nt	i	17%	0%	-2%
COc1cccc(N2CCN(C(=O)Cn3ncc4c(=O)oc5ccccc5c43)CC2)c1	nt	-9%	-2%	nt	nt	nt	0%	?
O=C(Nc1ccc2oc(-c3ccc(O)c(Br)c3)nc2c1)c1cc2ccccc2o1	nt	4%	-14%	nt	nt	nt	-4%	?
CC1=C(C(=O)OC2CCCC2)C(c2cccc(Cl)c2Cl)CC(=O)N1 (centres undefined)	nt	4%	-2%	nt	nt	nt	2%	-7%
O=C1NCCCC1C(=O)N1CCCCC1 (centres undefined)	4%	-9%	-6%	nt	-7%	5%	2%	-1%
Cc1ccc(Nc2nc(N)nc(CN3CCN(Cc4ccccc4)CC3)n2)cc1Cl	-11%	6%	0%	nt	-1%	9%	0%	nt
Cc1cc(C)c2c(n1)nn1c(-n3ccnc3)cc(C)nc21	?	-1%	-9%	0%	-9%	15%	-5%	-10%
O=C(O)c1cc(S(=O)(=O)Nc2ccc3oc(=O)sc3c2)ccc1O	?	0%	-6%	?	i	3%	-4%	?
COc1ccc(-c2nn(-c3ccccc3)cc2/C=C2/SC(=S)N(Cc3ccco3)C2=O)c(C)c1	1%	0%	5%	-3%	-1%	10%	-7%	-4%
O=[N+]([O-])c1cccc(-c2ccc(C(=S)N3CCOCC3)o2)c1	-21%	-3%	-9%	-20%	i	18%	0%	12%
CCOC(=O)c1c(NC(=O)C[n+]2ccc(N(C)C)cc2)sc(C)c1C	-3%	8%	1%	nt	-5%	7%	-2%	-9%
Brc1cccc(OCCOCCn2ccnc2)c1	?	-7%	2%	nt	-5%	12%	-5%	-12%
CC1=C(C(=O)Nc2ccccc2Cl)C(c2cccs2)n2ncnc2N1 (centres undefined)	nt	-1%	3%	nt	nt	nt	-28%	5%
CCOC(=O)N1CCC(N(C(=O)Nc2ccccc2)C(C)CC)CC1 (centres undefined)	4%	-2%	-4%	0%	i	6%	-1%	2%
CCOCCCNC(=O)C(c1ccc(C)cc1)N(Cc1cccs1)C(=O)c1ccccn1 (centres undefined)	-5%	-2%	3%	22%	-1%	0%	0%	-1%
COc1cc(/C=C(\C#N)c2nc3ccc(C)cc3[nH]2)c([N+](=O)[O-])cc1OC	4%	-5%	13%	-8%	i	5%	1%	14µM*
CC(NC(=O)c1ccc2c(c1)sc1nc(-c3ccccc3)cn12)C12CC3CC(CC(C3)C1)C2 (centres undefined)	nt	0%	2%	nt	nt	nt	?	1%
Cc1cc(=O)[nH]c2c1c(C)nn2-c1ccccc1	-7%	-3%	-3%	5%	-4%	-5%	-1%	-4%
CCOc1ccc(NC(=O)Cn2nc3c(cc2=O)CC(C)CC3)cc1 (centres undefined)	nt	-3%	2%	nt	nt	nt	-2%	-1%
COCCNc1nc2nonc2nc1N(C)Cc1cccc2cnccc12	-2%	-3%	-4%[2.34 µM]	-1%	-10%	11%	-1%	-2%
CC(=O)CCS(=O)(=O)c1ccc(C)c(C)c1	5%	-14%	-5%	nt	i	-1%	-1%	-1%
Cn1c(=O)oc2cc(S(=O)(=O)CCC(=O)N3CCN(c4ccccc4)CC3)ccc21	nt	1%	-8%	nt	nt	nt	0%	13%
COc1ccc(O)c(/C=N/N2CCOCC2)c1	-5%	-2%	8%	-2%	-3%	2%	-4%	-14%
CSc1ccccc1C(=O)Nc1cc([N+](=O)[O-])ccc1C	-11%	1%	5%	-8%	5%	-14%	-2%	?
O=C(c1ccccc1)n1nc(-c2ccc(Cl)cc2)nc1NCc1ccco1	nt	-4%	-18%	nt	nt	nt	3%	-5%
C=CCn1c(=NC(=O)c2cc(-c3cccs3)nc3ccccc23)sc2cc(S(N)(=O)=O)ccc21	?	-5%	-15%	7%	-18%	11%	4%	?
CCOC(=O)C(C)(C)Oc1ccc(Cl)cc1	8%&2%	5%	-2%&-4%&0%&2%	-1%	0%&-10%&-10%	12%&4%&63%&5%&0%	1%	-5%&-2%&-2%&-2%
Cn1c(=O)cc(-c2ccccc2)c2ccccc21	-22%	2%	11%	1%	2%	0%	-1%	-3%
O=C(/C=C/c1c(F)cccc1Cl)Nc1nc2ccccc2[nH]1	?	-3%	-18%	-1%	i	4%	0%	2%
Cc1cc(C)c(C)c(OCC(=O)N2CCCCCC2)c1	-2%	0%	-10%	nt	-10%	-3%	-1%	-18%
C=CCNC(=S)NNc1ncnc2sc3c(c12)CC(C)(C)OC3	4%	-14%	1%	1%	-10%	12%	1%	-2%
CCOC(=O)C1=C(N)Oc2cc(C)n(C)c(=O)c2C1c1ccncc1 (centres undefined)	-4%	0%	7%	-2%	-4%	8%	2%	7%
CSC1=C(C#N)C(c2ccc(Cl)cc2)C2=C(CC(C)(C)CC2=O)N1 (centres undefined)	?	-10%	-15%	4%	-3%	7%	2%	-7%
NS(=O)(=O)c1ccc(O)c(NC(=O)c2ccc([N+](=O)[O-])cc2)c1	4%	1%	-5%	4%	i	-3%	0%	?
Cc1ccc[n+](CC(=O)Nc2cc(C(F)(F)F)ccc2Cl)c1	-3%	-6%	-11%	7%	-6%	2%	2%	-8%
Cc1ccc(SCc2c(C(=O)N/N=C/c3ccccc3)nnn2-c2nonc2N)cc1	1%	-1%	?	9%	?	-1%	-3%	9%
COc1ccc(N=C2NC(=O)/C(=C\c3ccco3)S2)cc1	?	4%	-6%	nt	16µM*	10%	-28%	10µM*
C/C(=N\NS(C)(=O)=O)c1ccc(C)cc1	7%	5%	4%	nt	0%	9%	1%	-7%
Cc1ccc(CN2CCN(CCCc3ccccc3)CC2CCO)cc1 (centres undefined)	8%	7%	-11%	-16%	-7%	-9%	0%	-3%
CC(=O)c1c(OC(=O)c2ccc(C)cc2)c2ccccc2n1C	1%	5%	-13%	58%[activator]	8%	20%	-1%	-17%
COc1ccc(Cc2noc(CN3CCN(C4CCc5ccccc5C4)CC3)n2)cc1OC (centres undefined)	-8%	1%	-8%[2.34 µM]	5%	i	-4%	-7%	-4%
Cc1ccc(S(=O)(=O)N2CCCCC2)cc1NC(=O)Cn1ccc(C(F)(F)F)n1	-1%	1%	-9%	1%	40µM*	-7%	-2%	3%
Cc1cc(C)nc(SCc2nc3ccccc3n2C)n1	4%	-4%	0%	-3%	i	3%	1%	-7%

Laid out differently: results already given.
The line under a structure holds: JMJD2E inh | TRb SRC2 PPI | Tau fibril FP | L3MBTL1 inh | RECQ1 inh | RGS12 GoLoco inh | TexasRed fluor | Tau fibril ThT
> C=CCNC(=S)NNc1ncnc2sc3c(c12)CC(C)(C)OC3
 : 4% | -14% | 1% | 1% | -10% | 12% | 1% | -2%
> CCOC(=O)C1=C(N)Oc2cc(C)n(C)c(=O)c2C1c1ccncc1 (centres undefined)
 : -4% | 0% | 7% | -2% | -4% | 8% | 2% | 7%
> CSC1=C(C#N)C(c2ccc(Cl)cc2)C2=C(CC(C)(C)CC2=O)N1 (centres undefined)
 : ? | -10% | -15% | 4% | -3% | 7% | 2% | -7%
> NS(=O)(=O)c1ccc(O)c(NC(=O)c2ccc([N+](=O)[O-])cc2)c1
 : 4% | 1% | -5% | 4% | i | -3% | 0% | ?
> Cc1ccc[n+](CC(=O)Nc2cc(C(F)(F)F)ccc2Cl)c1
 : -3% | -6% | -11% | 7% | -6% | 2% | 2% | -8%
> Cc1ccc(SCc2c(C(=O)N/N=C/c3ccccc3)nnn2-c2nonc2N)cc1
 : 1% | -1% | ? | 9% | ? | -1% | -3% | 9%
> COc1ccc(N=C2NC(=O)/C(=C\c3ccco3)S2)cc1
 : ? | 4% | -6% | nt | 16µM* | 10% | -28% | 10µM*
> C/C(=N\NS(C)(=O)=O)c1ccc(C)cc1
 : 7% | 5% | 4% | nt | 0% | 9% | 1% | -7%
> Cc1ccc(CN2CCN(CCCc3ccccc3)CC2CCO)cc1 (centres undefined)
 : 8% | 7% | -11% | -16% | -7% | -9% | 0% | -3%
> CC(=O)c1c(OC(=O)c2ccc(C)cc2)c2ccccc2n1C
 : 1% | 5% | -13% | 58%[activator] | 8% | 20% | -1% | -17%
> COc1ccc(Cc2noc(CN3CCN(C4CCc5ccccc5C4)CC3)n2)cc1OC (centres undefined)
 : -8% | 1% | -8%[2.34 µM] | 5% | i | -4% | -7% | -4%
> Cc1ccc(S(=O)(=O)N2CCCCC2)cc1NC(=O)Cn1ccc(C(F)(F)F)n1
 : -1% | 1% | -9% | 1% | 40µM* | -7% | -2% | 3%

These rows are one share of the data; rates above refer to the full screens.
